Screening data: PubChem BioAssay, National Center for Advancing Translational Sciences (NCATS)
IMPase Li inh = cell-permeable IMPase inhibitors with lithium potentiation; CHO-M1 cells, IP1 TR-FRET (IP-One), carbachol + lithium; Potency, µM (top dose mostly 59.4 µM), for inactives: top-dose activity, negative = IMPase inhibition, hits mostly inhibitors; 0.35% of 210,000 active;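 also: IP1 builds up when IMPase is blocked and the TR-FRET signal falls; potency is read from the fitted curve at half-maximal effect; plate controls were basal vehicle for no effect and high inhibitor control for full effect; nearly all actives have a fitted effect of over 50% in size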
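CHO cells stably expressing M1 receptor (2000/well) were cultured 16–30 h, then exposed to compounds with a small lithium addition for 30 min at 37C. IP1 was measured by TR-FRET competition; AC50 from Hill fits.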
CBFb-RUNX1 inh = blocks binding between human CBF-beta and RUNX1 | Q01196+Q13951 | Potency, µM (top dose mostly 59.8 µM), for the others: top-dose activity, negative = inhibition, usual class: inhibitors | AlphaScreen CBFb-His/RUNX1-biotin binding, biochemical | 230,000 tested, under 10 active | AID 1477; also: % of control where 0% means no effect
Target sequence (Q01196 whole entry, looked up): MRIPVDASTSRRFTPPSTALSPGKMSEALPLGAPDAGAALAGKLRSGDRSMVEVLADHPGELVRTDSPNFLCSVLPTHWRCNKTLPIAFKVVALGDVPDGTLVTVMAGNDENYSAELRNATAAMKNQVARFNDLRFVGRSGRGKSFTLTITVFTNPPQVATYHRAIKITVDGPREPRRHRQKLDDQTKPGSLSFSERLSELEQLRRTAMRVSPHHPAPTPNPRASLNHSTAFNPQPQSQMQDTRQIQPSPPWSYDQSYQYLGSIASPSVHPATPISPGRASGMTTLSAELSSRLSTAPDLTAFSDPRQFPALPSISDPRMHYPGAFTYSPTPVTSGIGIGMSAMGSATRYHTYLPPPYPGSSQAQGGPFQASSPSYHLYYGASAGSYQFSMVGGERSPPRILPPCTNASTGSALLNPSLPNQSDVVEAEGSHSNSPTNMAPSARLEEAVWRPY
Target sequence (Q13951 whole entry, looked up): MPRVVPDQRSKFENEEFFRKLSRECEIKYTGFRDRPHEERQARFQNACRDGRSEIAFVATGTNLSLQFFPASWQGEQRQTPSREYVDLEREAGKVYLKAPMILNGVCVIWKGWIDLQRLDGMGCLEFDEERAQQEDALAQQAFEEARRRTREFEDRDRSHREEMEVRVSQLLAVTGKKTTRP
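CBF-beta (His) and RUNX1 (biotin), 30 nM each; 20 min preassociation; + compound, 15 min; + beads 50 ng each (Ni, streptavidin), 90 min; RT; AlphaScreen read.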
HTT cytoprotect = protects HTT-Q103 PC12 cells, measured by ATP | PC12 HTT-Q103 induced, cytoprotection, ATP luminescence, 40 h | 0.14% of 230,000 active | Potency, µM (doses to about 56.4 µM), inactives show cytoprotection (ATP increase), most hits filed as activators;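 also: potency is read from the fitted curve at half-maximal effect; % of control where 0% means no effect; nearly all actives have a fitted effect of over 45% in size; toxic huntingtin expression switched on by the ecdysone agonist tebufenozide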
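Compounds added alongside 100 nM tebufenozide, which induces toxic Q103 huntingtin exon 1-GFP in stable PC12 cells; surviving cells quantified by luminescent ATP measurement. Medium: phenol red-free DMEM, 5% equine and 5% calf serum.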
SMN2 splice enh = SMN2 splice variant enhancement. Potency, µM (highest dose often 46.1 µM), without a hit: at the highest dose activity change, positive = activation, actives largely listed as activators. HEK293 SMN2-luciferase splicing reporter, luminescence, 30-36 h. 2.8% of 210,000 active; also: potency is read from the fitted curve at half-maximal effect; % of control where 0% means no effect; nearly all actives have a fitted effect of over 55% in size
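HEK293 cells carry an SMN2 […]–luciferase reporter in which exon 7 inclusion puts luciferase in frame. Cells were plated 10-12 h before compound addition, then incubated 30-36 h at 37C. ONE-Glo luminescence was read; sodium butyrate at 4.5 mM final served as control.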
LMNA splice mod = LMNA splicing modulation; Potency, µM (doses to about 46.1 µM), for the others: at the top dose ratio change, negative = inhibition, usual class: inhibitors; 0.01% of 200,000 active; HeLa LMNA splicing GFP/RFP minigene ratio, 48 h; AID 1487; active = well fitted inhibition curve with a large enough effect in the signal ratio, with a control signal flat, not every such curve was filed as active; inconclusive = small, poorly fitted or top-dose-only effect, or effect the other way, or a change in a side signal; the % refers to the signal ratio; also: potency is read from the fitted curve at half-maximal effect; % is scaled to controls: 0 for no effect and ±100 for the full control effect
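S3 HeLa stable clones carrying a lamin A-EGFP splicing minigene plus DsRed2 were seeded at 600 cells/well in Opti-MEM with 2% FBS, pin-dosed and incubated 48 h at 37°C. Acumen cytometry (488 nm) gave the GFP/RFP total-intensity ratio.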
Luc counter = counter-screen: inhibitors of Kinase-Glo firefly luciferase | Kinase-Glo luciferase, ATP luminescence, 8 min | Potency, µM (titrated, usually from 38.3 µM), for inactives: top-dose activity change, negative = inhibition, usual class: inhibitors | AID 1379 | Q27757 | 0.28% of 200,000 active; also: potency is read from the fitted curve at half-maximal effect; % is scaled to controls: 0 for no effect and ±100 for the full control effect; nearly all actives have a fitted effect of over 60% in size
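Kinase-Glo luciferase light output from ATP and luciferin was measured with 10 uM ATP, within the enzyme's linear range. Buffer: 50 mM imidazole pH 7.2, 50 mM KCl, 7 mM MgCl2, 0.01% Tween 20, 0.05% BSA; luminescence read after 8 min at ambient temperature.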
HttQ103 aggreg = inhibitors of mutant huntingtin aggregate formation in PC12 cells; PC12 HttQ103-GFP aggregates, Acumen cytometry, 40 h; Potency, µM (titrated, usually from 46.1 µM), for the others: top-dose activity change, negative = inhibition, hits mostly inhibitors; 1.1% of 220,000 active; AID 1688; also: potency is read from the fitted curve at half-maximal effect; % is scaled to controls: 0 for no effect and ±100 for the full control effect; nearly all actives have a fitted effect of over 60% in size
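PC12 cells with ecdysone-inducible HTT exon1 Q103-GFP, induced by 100 nM tebufenozide, given compounds in a concentration series. GFP aggregates (1–25 um, 6 SD above background) counted in lysates by laser-scanning cytometry, 488 nm excitation.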
Starred values were filed as active, the others as inactive; u = inconclusive; x = not tested or not shown; & = joins results of further samples; [ ] = remark or other dose. Unless noted, calls follow the shape of the dose curve; as a rule, active = well fitted curve in the direction sought with a large enough effect; inconclusive = small, poorly fitted or top-dose-only effect, or another doubt; inactive = no such curve, though single readings can be large; an effect the other way counts as inactive or inconclusive.

SMILES	IMPase Li inh	CBFb-RUNX1 inh	HTT cytoprotect	SMN2 splice enh	LMNA splice mod	Luc counter	HttQ103 aggreg
COc1ccc(C(CC(=O)N2CCCCC2)c2c(OC)cc(OC)c3ccc(=O)oc23)cc1 (centres undefined)	x	-6%&6%	-2%[10 µM]	x	x	x	-29%[9.22 µM]
Cc1ccc2c(c1)N/C(=C(\C=C(/Cl)[N+](=O)[O-])[N+](=O)[O-])N2	15%	-3%	-32%[inhibitor]	-6%	-13%[46 µM]	-5%	-22%
CC(=O)OC1CC[C@@]2(C)C3=CC(=O)[C@]4(C)C(CC5OC6(OCC(C)CC6Br)C(C)C54)C3CC[C@H]2C1 (some centres undefined)	2%	x	x	5%	11%	-4%	x
Cc1cc2ncn(CC(O)COC3CCCCC3)c2cc1C (centres undefined)	10%[38.3 µM]	2%	-8%	-13%	u	0%	u
O=C(O)c1ccc(NCCC2=CCCCC2)c([N+](=O)[O-])c1	-7%	-16%	-59%[inhibitor]	8%	x	2%	-16%
Cc1ccc(N(CC(O)Cn2c3ccccc3c3ccccc32)S(C)(=O)=O)cc1 (centres undefined)	23%[38.3 µM]	3%	-62%[inhibitor][10 µM]	-13%	0%	17%	-15%
CSc1cccc(NC(=O)CSc2nnc(C)s2)c1	10%	0%	-11%[10 µM]	5%	4%	2%	4%
CNC(=S)NC1CC2CCC(C1)N2Cc1ccccc1 (centres undefined)	12%[38.3 µM]	-1%	6%	5%	12%	-2%	11%
COc1ccc(S(=O)(=O)N2CCCN(CCC(=O)Nc3cccc(C(F)(F)F)c3)CC2)cc1	14%[38.3 µM]	-1%	-11%	-73%[inhibitor]	-3%	2%	-6%
CCCCn1nc2cc(C(=O)NCC34CC5CC(CC(C5)C3)C4)ccc2c1OCC	33%[activator][38.3 µM]	4%	-11%[10 µM]	-25%	u	0%	u
CCOc1ccccc1NC(=O)C(OC(=O)c1cc(C)oc1C)c1ccccc1 (centres undefined)	8%	6%	0%[10 µM]	-9%	-6%	1%	0%
Cc1nn2c(C(F)(F)F)cc(-c3ccc(Cl)cc3)nc2c1C(=O)N1CCOCC1	-8%[38.3 µM]	1%	-22%	-11%	-4%	-7%	-1%

Structural class, the compounds so far with four or more nitrogen atoms (2)
SMILES	IMPase Li inh	CBFb-RUNX1 inh	HTT cytoprotect	SMN2 splice enh	LMNA splice mod	Luc counter	HttQ103 aggreg
Cc1ccc2c(c1)N/C(=C(\C=C(/Cl)[N+](=O)[O-])[N+](=O)[O-])N2	15%	-3%	-32%[inhibitor]	-6%	-13%[46 µM]	-5%	-22%
Cc1nn2c(C(F)(F)F)cc(-c3ccc(Cl)cc3)nc2c1C(=O)N1CCOCC1	-8%[38.3 µM]	1%	-22%	-11%	-4%	-7%	-1%

A few values from the list.
`Cc1ccc2c(c1)N/C(=C(\C=C(/Cl)[N+](=O)[O-])[N+](=O)[O-])N2` | CBFb-RUNX1 inh = -3%
`Cc1cc2ncn(CC(O)COC3CCCCC3)c2cc1C` (centres undefined) | SMN2 splice enh = -13%
`CCOc1ccccc1NC(=O)C(OC(=O)c1cc(C)oc1C)c1ccccc1` (centres undefined) | HttQ103 aggreg = 0%

The listing continues.
SMILES	IMPase Li inh	CBFb-RUNX1 inh	HTT cytoprotect	SMN2 splice enh	LMNA splice mod	Luc counter	HttQ103 aggreg
CC(C)N1CCN(Cc2cnc(N3CCCC3)s2)CC1CCO (centres undefined)	13%	-4%	17%[10 µM]	x	13%[46 µM]	3%	4%[9.22 µM]
COC(=O)c1cc(NC(=O)CC2SCCNC2=O)cc(C(=O)OC)c1 (centres undefined)	-2%[38.3 µM]	-1%	27%[0.074 µM]	-2%	1%	-1%	-11%
CC(C)c1nc(NCCO)c(C#N)c2c1CCCC2	x	0%	-7%[10 µM]	x	x	x	u
CCCc1nc2ccccc2c(=O)n1-c1c(C)n(C)n(-c2ccccc2)c1=O	-4%[38.3 µM]	1%	-5%	-8%	-6%	-5%	20%
COc1ccc(-c2[nH]ncc2CN2C[C@@H]3CCC[C@H]2C3)c(F)c1	11%	4%	7%[10 µM]	x	x	1%	-1%[9.22 µM]
CC(C)=CCN1CCN(CCCn2cccn2)CC1CCO (centres undefined)	1%	1%	15%[10 µM]	x	3%[46 µM]	0%	7%[9.22 µM]
CN(C)c1nc(N)nc(CSc2nnnn2-c2cccc3ccccc23)n1	1%[38.3 µM]	-2%	4%	-49%[inhibitor]	u	3%	u
COc1cc(C=C2C(=O)OC(C)(C)OC2=O)ccc1OCC(=O)Nc1ccccc1	-2%	7%	-31%	14%	-1%[46 µM]	4%	21%
C/C(=N/OCO/N=C(\C)c1ccc(F)cc1F)c1ccc(F)cc1F	3%	-9%	-6%[10 µM]	-16%	-12%	-1%	-5%
CC1(C)NC(=O)N(CC(O)COc2cccc(F)c2)C1=O (centres undefined)	26%[38.3 µM]	5%	3%	-7%	-7%	1%	13%
COC(=O)c1ccc(COc2ccc(C3C4=C(CCCC4=O)Nc4onc(C)c43)cc2)cc1 (centres undefined)	16%[38.3 µM]	-13%	0%[10 µM]	13%	14%	1%	22%
Cn1c(=O)c2c(nc(CN3CCOCC3)n2CC(O)CO)n(C)c1=O (centres undefined)	-6%[38.3 µM]	5%	-5%[0.074 µM]	22%	1%	3%	-10%
Cc1ccc(NC(=O)c2cnn(C)c2)cc1[N+](=O)[O-]	10%	-5%	-1%[10 µM]	3%	9%	-4%	0%
CCCCCC(=O)NNC(=O)c1ccc(F)cc1	0%	6%	39%[10 µM]	-8%	-7%	-5%	-7%
CCCCCCCCSc1n[nH]c(N)n1	4%	6%	10%[10 µM]	4%	u	-4%	0%
CCOC(=O)/C(=C/c1c2ccccc2cc2ccccc12)NC(=O)c1ccccc1	12%[38.3 µM]	u	-22%	9%	u	-3%	4%
O=C(COc1ccccc1)Nc1ccc(S(=O)(=O)N2CCOCC2)cc1	16%[38.3 µM]	0%	-16%	-6%	6%	0%	16%
CN(C)CCCOC(=O)COc1ccc(Br)cc1	x	-2%	4%[10 µM]	x	x	x	-8%[9.22 µM]
O=C(OCc1ccccc1)c1ccc(O)cc1	x	x	10%	x	u	x	6%
Cn1c(=O)c2c(nc(NCCCO)n2C/C=C/c2ccccc2)n(C)c1=O	7%[38.3 µM]	1%	-22%	-23%	-9%	-6%	-16%
CC(C)CN(C(=O)C(c1ccccc1)c1ccccc1)c1c(N)n(CC(C)C)c(=O)[nH]c1=O	-1%	22%	-20%	19%	x	0%	1%
O=C(CCC1CC(=O)Nc2ccccc21)NCc1ccccc1 (centres undefined)	19%[38.3 µM]	3%	-11%	-15%	11%	5%	30%[9.22 µM]
O=C(Cn1c(C(=O)NCC2CCCO2)cc2sccc21)c1ccccc1 (centres undefined)	27%[38.3 µM]	0%	-12%[10 µM]	8%	-4%	-1%	5%
Cc1ccc(S(=O)(=O)Nc2ccc(NC(=O)c3ccc(F)cc3)cc2)cc1	2%	7%	6%	-10%	x	0%	1%
O=[N+]([O-])c1ccccc1S(=O)(=O)NCc1ccco1	1%	-4%	-21%	2%	-10%[46 µM]	2%	2%
CCCCC(CC)C(=O)NCC(C)NC(=O)C(CC)CCCC (centres undefined)	2%	-4%	-8%[10 µM]	-34%	-5%	1%	-7%
COc1ccc(OS(=O)(=O)c2c(C)noc2C)cc1	x	15%	5%[10 µM]	x	x	x	-7%[9.22 µM]
CCOc1ccccc1NC(=O)N1C2CCCC1CC(NC(=O)C1CC1)C2 (centres undefined)	9%	0%	-3%[10 µM]	9%	-11%	2%	-19%
CC12CC(NC(=O)N1c1ccc(C(=O)N3CCN(c4ccc(F)cc4)CC3)cc1)c1ccccc1O2 (centres undefined)	-11%[38.3 µM]	-3%	6%	-7%	u	-5%	1%
Cc1ccc(C)c(S(=O)(=O)Nc2ccccc2C(=O)Nc2cc(C)on2)c1	1%[38.3 µM]	4%	-65%[inhibitor]	-22%	17%	-2%	10µM*
N#CC1(C#N)COC23CCCCC2C1(C#N)C(=N)O3 (centres undefined)	-6%[38.3 µM]	u	-26%	x	5%	-7%	u
CCOc1ccc(-n2nc3ccc(NC(=O)c4ccc5c(c4)OCCO5)cc3n2)cc1	3%	11%	-10%[10 µM]	-21%	9%	-3%	5%
Cc1cccc(N2C(=O)C3C4C=CC(C5CC45)C3C2=O)n1 (centres undefined)	x	1%	23%[10 µM]	x	x	x	3%[9.22 µM]
CC1Cc2nc(SCC(=O)N3CCc4ccccc43)n(C)c(=O)c2S1 (centres undefined)	0%[38.3 µM]	-1%	-1%	-26%	-5%	0%	-10%

HttQ103 aggreg, hit marks shown above.
canonical_smiles	IMPase Li inh	CBFb-RUNX1 inh	SMN2 splice enh	HttQ103 aggreg
Cc1ccc(C)c(S(=O)(=O)Nc2ccccc2C(=O)Nc2cc(C)on2)c1	1%[38.3 µM]	4%	-22%	10µM*

Among those listed so far, 2 have a CF3 group.
SMILES	IMPase Li inh	CBFb-RUNX1 inh	HTT cytoprotect	SMN2 splice enh	LMNA splice mod	Luc counter	HttQ103 aggreg
COc1ccc(S(=O)(=O)N2CCCN(CCC(=O)Nc3cccc(C(F)(F)F)c3)CC2)cc1	14%[38.3 µM]	-1%	-11%	-73%[inhibitor]	-3%	2%	-6%
Cc1nn2c(C(F)(F)F)cc(-c3ccc(Cl)cc3)nc2c1C(=O)N1CCOCC1	-8%[38.3 µM]	1%	-22%	-11%	-4%	-7%	-1%
